# Assay outcomes as filed in PubChem BioAssay.
# aSyn yeast rescue: rescues yeast growth from alpha-synuclein toxicity. S. cerevisiae alpha-synuclein toxicity rescue, BacTiter-Glo growth, 24 h. Potency, µM (titrated, usually from 46.1 µM), for the others: at the top dose growth rescue (activation), actives largely listed as activators. 94,000 tested, 0.02% active. AID 1347070; active means well fitted activation curve with a large enough effect; inconclusive means small, poorly fitted or top-dose-only effect; further: 0% is about no effect
#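 Growth restoration measured by BacTiter-Glo luminescence after 24 hr at 30 deg C; alpha-synuclein yeast, raffinose-pregrown to mid-log, were added at OD600=0.02 in galactose medium onto pinned compounds.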
# An asterisk follows results filed as active; ? = inconclusive; & = joins results of further samples; [ ] = remark or other dose. Potency means the concentration at half of the fitted maximal effect. These rows are one share of the data, so the mix of outcomes need not match the whole.
SMILES	aSyn yeast rescue
CCN(Cc1nc(-c2ccc(OC)cc2)oc1C)S(=O)(=O)c1ccc(Cl)cc1	28%
Cc1noc(C)c1COc1ccccc1C(=O)N1CCN(S(=O)(=O)c2ccc(C(C)C)cc2)CC1	-1%
Cc1cc(Cl)ccc1OCC(=O)N(Cc1sccc1C)C1CCS(=O)(=O)C1 (stereo not given)	1%
Cc1oc(-c2ccccc2Cl)nc1CS(=O)CC(=O)NCc1cccs1 (stereo not given)	2%
Cc1cc2nn(-c3ccc(F)cc3)nc2cc1NC(=O)c1cccc2ccccc12	2%
O=C(CSc1nnc(-c2c[nH]c3ccccc23)o1)c1ccc(-c2ccccc2)cc1	10%
O=C(O)c1ccc2c(=O)n3c(nc2c1)/C(=C/c1ccccc1C(F)(F)F)CCCC3	4%
COc1ccc(CNC(=O)Cc2csc3nc(-c4ccc(F)cc4)cn23)cc1	-6%
O=C(O)CSCC(=O)N1CCCN(c2ccc(C(F)(F)F)cn2)CC1	1%
O=C(Cc1ccc(F)cc1)NCCc1csc2nc(-c3ccccc3F)nn12	6%
COC(=O)c1c(-c2ccc(Cl)cc2)noc1N1CCN(c2cccc(OC)c2)CC1	-4%
CCCCNC(=O)c1cc2n(n1)CCCN(Cc1ccc(C)cc1)C2=O	6%
Cc1ccc(NS(=O)(=O)c2cn(C)c(C)n2)c(Br)c1	-2%
Cc1ccc(OCCn2cc(C(=O)C3CCCCC3)c3ccccc32)cc1	3%
Cc1ccc2[nH]cc(C(c3ccccc3)c3ccc(C)s3)c2c1 (stereo not given)	-9%
Cc1cccc(C(=O)N2CCN(Cc3ccc4c(c3)OCO4)CC2)c1	-3%
CCN(CC)C(=O)C(C)N1c2cccc3cccc(c23)S1(=O)=O (stereo not given)	-1%
Cc1ccc(NC(=O)C(=O)NCC(c2cccnc2)N2CCc3ccccc32)cc1Cl (stereo not given)	7%
CCOP(=O)(OCC)c1nc(-c2ccc(OC)cc2)oc1N1CCOCC1	17%
O=C(COc1ccccc1Cl)Nc1ccc(OCc2cc(=O)n3ccsc3n2)cc1	-7%
CNC(=O)C1CCN(C(=O)N2CC(C)Oc3ccc(C)cc32)CC1 (stereo not given)	-7%
COc1cc(Br)c(/C=C(\C#N)c2nc3ccccc3[nH]2)cc1OC	-24%
Cc1oc(-c2ccc(C(=O)NC(C)c3ccccc3)cc2)nc1CS(=O)(=O)c1ccccc1 (stereo not given)	-4%
Cc1cccc(NC(=O)C2CCCN2S(=O)(=O)c2ccc3c(c2)n(C)c(=O)c(=O)n3C)c1 (stereo not given)	-9%
CCCN1CCC(N2CCCC(C(=O)O)C2)CC1 (stereo not given)	2%
C=CC(=O)N=c1sc2ccccc2n1-c1ccccc1	17%
CCOC(=O)c1[nH]c(C)c(CCC(=O)Nc2cccc(C(F)(F)F)c2)c1C	-1%
Cc1ccc(C)c(NC(=O)CSc2nc3ccccc3nc2N2CCOCC2)c1	5%&5%
CN(C(=O)COc1ccc(Cl)cc1Cl)c1nnc(C23CC4CC(CC(C4)C2)C3)s1	-7%
CCOc1ccc(CCNC(=O)CN(c2ccc(C)cc2)S(=O)(=O)N(C)C)cc1OCC	-8%
Cc1ccc(C)c(Cn2cc(CCC(=O)NC3CCCCC3)c3ccccc32)c1	-3%
CCOC(=O)C1CCN(CCC(=O)Nc2ccccc2OC)CC1	1%
CCC1CN(C(=O)N2CCC(C(=O)NCCc3ccccc3C)CC2)c2ccccc2O1 (stereo not given)	-3%
Cc1c(C)c2cc(Cl)c(OCC(=O)NCCCN3CCCC3=O)cc2oc1=O	-5%
CCC(CC)C(=O)Nc1ccc2nc(SCC(=O)N3CCOCC3)sc2c1	1%
Cc1ccc(Sc2c(C)nn(C(=O)COc3ccccc3Br)c2C)cc1	-1%
Cc1ccc(S(=O)(=O)Nc2ccc3c(c2)c(C(=O)OC(C)C)c(C)n3S(=O)(=O)c2ccc(C)cc2)cc1	4%
O=C1CCCC2=C1C(c1ccc(O)cc1)c1c(ccc3ccccc13)N2 (stereo not given)	-5%
Cc1ccc(C2=NC3(CCCCC3)N=C2SCC(=O)Nc2ccc3c(c2)OCCO3)cc1	-49%[inhibitor]
CC(Sc1nnc(-c2ccccc2F)n1N)C(=O)NCC1CCCO1 (stereo not given)	1%
CCC(C)NC(=O)C(Cc1ccccc1)n1cccc1 (stereo not given)	0%
COc1ccccc1Nc1nn2c(=O)c3ccc(C(=O)NCc4ccc(F)cc4)cc3nc2s1	-7%
CCCCCn1c(=O)[nH]c2cc(C(=O)Nc3cc(OC)cc(OC)c3)ccc2c1=O	5%
Cc1sc2c(c1C)C(=O)/C(=C\Nc1ccncc1)S(=O)(=O)N2C	4%
CC(C)C(NC(=O)c1ccc(Cl)cc1)C(=O)NCC1CCCO1 (stereo not given)	-1%
COc1ccc(NC(=O)C2CC(=O)N(c3ccccc3F)C2)cc1S(=O)(=O)N1CCCCC1 (stereo not given)	9%
CCOc1ccc(C(=O)c2cn(CC(=O)Nc3ccc(OC)cc3)c3cc4c(cc3c2=O)OCCO4)cc1	-5%
O=C(CCC(=O)N1CCN(C(=O)c2ccco2)CC1)c1ccc(F)cc1	-16%
Cc1ccccc1NC(=O)C1CCCN(C(=O)NCc2ccccc2)C1 (stereo not given)	10%
CC(C)=CCN1CCN(Cc2cccc3c2OCO3)CC1CCO (stereo not given)	1%
COc1ccc(CCNC(=O)Cn2c(=O)n(-c3ccc(C)c(F)c3)c(=O)c3sccc32)cc1OC	8%
COc1ccc(/C=N/NC(=O)Nc2cccc3nsnc23)cc1	-11%
CC(C)c1ccc(S(=O)(=O)N2CCN(Cc3cccc(F)c3)CC2)cc1	13%
CSc1ccccc1C(=O)OCC(=O)Nc1c(C)n(C)n(-c2ccccc2)c1=O	7%
COc1ccc(NC(=O)CSc2nc3ccccc3nc2N2CCOCC2)c(OC)c1	2%&1%
COc1ccccc1NC(=O)COC(=O)c1ccc2c(c1)nc(C)n2-c1ccccc1	-10%
CCOc1ccc(S(=O)(=O)NCC(c2ccc3c(c2)OCO3)N2CCN(C)CC2)cc1 (stereo not given)	4%
Cc1ccc(S(=O)(=O)NCC(c2ccc(N(C)C)cc2)N2CCc3ccccc32)cc1 (stereo not given)	-6%
Cc1cc(C)nc(N2CCCC(C(=O)NC3CC3)C2)n1 (stereo not given)	-1%
Cn1cc(S(=O)(=O)N2CCc3ccccc32)cc1C(=O)Nc1ccc(Cl)cc1	-2%

# Reprinted from the part before: 2 entries; new compounds follow.
SMILES	aSyn yeast rescue
Cc1cc(C)nc(N2CCCC(C(=O)NC3CC3)C2)n1 (stereo not given)	-1%
Cn1cc(S(=O)(=O)N2CCc3ccccc32)cc1C(=O)Nc1ccc(Cl)cc1	-2%
COc1cccc(-c2cn3c(n2)sc2cc(C(=O)NCCc4ccccc4)ccc23)c1	0%
Cc1nc(-c2ccc(Cl)cc2)sc1CCNC(=O)C(=O)Nc1ccc2c(c1)OCO2	5%
CCCCn1c(N)c(N(CC(C)C)C(=O)Cc2ccc3c(c2)OCCO3)c(=O)[nH]c1=O	-11%
Cc1cn2c(=O)cc(COc3cccc(NC(=O)c4ccc(C(C)(C)C)cc4)c3)nc2s1	-13%
CCc1cccc(C)c1NC(=O)CN1CCN(Cc2ccccc2Cl)S1(=O)=O	-5%
CC(C)Cc1cc(C(=O)NCCc2ccccc2)no1	1%
CCOC(=O)Cc1csc(SCC(=O)NC(C)C23CC4CC(CC(C4)C2)C3)n1 (stereo not given)	2%
COC(=O)C1=CN(C2CC2)C=C(C(=O)OC)C1c1ccc(C(F)(F)F)cc1	6%
Cc1ccc(NC(=O)CSc2nc(N)cc(N)n2)cc1S(=O)(=O)N1CCOCC1	-8%
CC12CCC(=O)N1C(C(=O)Nc1nc3ccc(Cl)cc3s1)CS2 (stereo not given)	14%
CC(C)CCNC(=O)c1cccc(Nc2nc3ccccc3n3nnnc23)c1	-8%
CC/C(=N\NC(N)=O)c1ccc(OC(F)F)cc1	-3%
COc1cc([N+](=O)[O-])cc(/C=N/NC(=O)c2ccc(NC(=O)c3ccc(C)cc3)cc2)c1O	3%
CNC(=O)c1ccc(NC(=O)c2ccccc2OCc2c(C)noc2C)cc1	-9%
Cc1ccc(NC(=O)CC2Nc3cccc4cccc(c34)NC2=O)cc1 (stereo not given)	2%
COc1cccc(C2CN(c3ccc(F)cc3F)N=C2c2cccs2)c1OC (stereo not given)	-51%[inhibitor]
CC(=O)c1cccc(Nc2ncnc3c2cnn3C)c1	-1%
CC1Cc2ccccc2N1C(=O)CN1CCCCC1 (stereo not given)	2%
CCOC(=O)N1CCN(C(=O)CN(c2ccccc2)S(C)(=O)=O)CC1	10%
Cc1c(NC(=O)c2cc(=O)c3ccccc3o2)c(=O)n(-c2ccccc2)n1C	5%
O=[N+]([O-])c1cccc2c(S(=O)(=O)N3CCCCC3)cccc12	?
Cc1ccc(NC(=O)CCl)cc1S(=O)(=O)N1CCCCCC1	7%
O=C(NCC(c1ccco1)N1CCCC1)c1cccc(S(=O)(=O)N2CCc3ccccc32)c1 (stereo not given)	1%
COC(=O)c1c(C)sc(-c2c(-c3ccc(F)cc3)[nH]c3[nH]c(=O)[nH]c(=O)c23)c1O	7%
CCCCn1c(N)c(N(CC(C)C)C(=O)CN2C(=O)c3ccccc3C2=O)c(=O)[nH]c1=O	-13%
CCOCCCn1c(SCC(=O)Nc2ccccc2CC)nc2ccccc2c1=O	-2%
CS(=O)(=O)c1ccc(C(=O)OC2CCOC2=O)cc1[N+](=O)[O-] (stereo not given)	-10%
OCCN(CCO)c1nc2ccccc2[nH]1	10%
Cc1ccc(OCC(=O)O/N=C(\N)c2ccncc2)c(C)c1	3%
Fc1ccc(NCc2nc3ccccc3n2CCOc2ccccc2Cl)cc1	7%
COc1cc(-c2nc3cnccn3c2Nc2ccc(C(C)C)cc2)ccc1O	-4%
COc1ccc2oc(C(=O)Nc3ccc(C)cn3)c(C)c2c1	-9%
CCn1c(CC(=O)Nc2ccccc2Cl)nnc1SCC(=O)NC1CCCC1	8%
COC(=O)Nc1ccc(S(=O)(=O)Nc2cnc3ccccc3n2)cc1	-10%
CC(=O)Nc1ccc(C)cc1-c1nc2ccccc2n(CC(=O)Nc2cc(Cl)ccc2C)c1=O	-10%
CSc1nc2c(c(=O)[nH]1)C(c1ccc(Cl)cc1)CC(=O)N2 (stereo not given)	-9%
O=C(CCCc1nc(-c2ccccc2)no1)NC1CCCCC1	3%
Cc1ccc(CCNC(=O)c2ccc(CS(=O)(=O)Cc3ccc(Cl)cc3)o2)cc1	-1%
CCCn1cc(S(=O)(=O)c2ccc(OCC)cc2)c(=O)c2cc(C)ccc21	6%
O=C(N/N=C/c1ccc2c(c1)OCO2)C(=O)Nc1cccc(Cl)c1	1%
C[C@H]1CN([C@@H](C)CO)C(=O)CCCn2cc(nn2)CO[C@@H]1CN(C)C(=O)Nc1ccc2c(c1)OCCO2	-3%
O=C(O)CCN=CC1=C(O)CC(c2ccccc2)CC1=O (stereo not given)	-9%
CCOCC(=O)Nc1ccc([N+](=O)[O-])cc1OC	3%
CN(C(=O)CCOc1ccccc1)c1c(N)n(Cc2ccccc2)c(=O)[nH]c1=O	2%
CCOC(=O)c1cnc2c(C)cc(C)cc2c1NCCN1CCOCC1	-1%
O=C(CN(C(=O)CCC(=O)Nc1ccccn1)C1CCCC1)NCc1ccccc1	-2%
Cc1ccc(Cl)cc1N1CCN(c2ncnc3onc(C)c23)CC1	-13%
O=C(Oc1ccccc1C(=S)N1CCOCC1)c1ccccc1	2%
CC1CC(C)CN(S(=O)(=O)c2ccc3c(c2)n(C)c(=O)c(=O)n3C)C1 (stereo not given)	6%
CCC(=O)N1c2ccc(S(=O)(=O)N3CCCCCC3)cc2CC1C (stereo not given)	8%
Cc1cccc(NC(=O)Cn2c(SCC(=O)NCc3ccccc3)nc3ccccc32)c1C	1%
CC(C(=O)OCC(=O)c1ccc(Br)cc1)N1C(=O)C2C3C=CC(C3)C2C1=O (stereo not given)	7%

# Structures listed so far with an aryl thioether with sulfur outside any ring, in the order listed:
SMILES	aSyn yeast rescue
O=C(CSc1nnc(-c2c[nH]c3ccccc23)o1)c1ccc(-c2ccccc2)cc1	10%
Cc1ccc(C)c(NC(=O)CSc2nc3ccccc3nc2N2CCOCC2)c1	5%&5%
CCC(CC)C(=O)Nc1ccc2nc(SCC(=O)N3CCOCC3)sc2c1	1%
Cc1ccc(Sc2c(C)nn(C(=O)COc3ccccc3Br)c2C)cc1	-1%
CC(Sc1nnc(-c2ccccc2F)n1N)C(=O)NCC1CCCO1 (stereo not given)	1%
CSc1ccccc1C(=O)OCC(=O)Nc1c(C)n(C)n(-c2ccccc2)c1=O	7%
COc1ccc(NC(=O)CSc2nc3ccccc3nc2N2CCOCC2)c(OC)c1	2%&1%
CCOC(=O)Cc1csc(SCC(=O)NC(C)C23CC4CC(CC(C4)C2)C3)n1 (stereo not given)	2%
Cc1ccc(NC(=O)CSc2nc(N)cc(N)n2)cc1S(=O)(=O)N1CCOCC1	-8%
CCOCCCn1c(SCC(=O)Nc2ccccc2CC)nc2ccccc2c1=O	-2%
CCn1c(CC(=O)Nc2ccccc2Cl)nnc1SCC(=O)NC1CCCC1	8%
CSc1nc2c(c(=O)[nH]1)C(c1ccc(Cl)cc1)CC(=O)N2 (stereo not given)	-9%
Cc1cccc(NC(=O)Cn2c(SCC(=O)NCc3ccccc3)nc3ccccc32)c1C	1%
